# Tb PFK block = qHTS Assay to Find Inhibitors of T. brucei phosphofructokinase. ATP-dependent 6-phosphofructokinase (Trypanosoma brucei brucei), O15648. T. brucei PFK, ADP-Glo luminescence. Potency, µM (highest dose often 57.5 µM), inactives show top-dose activity, negative = inhibition, most hits filed as inhibitors. 330,000 tested, 0.17% active. AID 485367, 2010;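 also: potency is read from the fitted curve at half-maximal effect; 0% = uninhibited 1x PFK enzyme wells and -100% = no-enzyme wells; nearly all actives have a fitted effect of over 60% in size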
#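 Compounds were pin-transferred as a titration series up to 57 uM into substrate buffer (0.5 mM F6P, 0.1 mM ATP, pH 8.0), then 1.25 nM PFK was added and reactions ran 45 min before ADP-Glo detection.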
# B2AR arrestin = qHTS assay of beta-arrestin-biased ligands of beta2-adrenergic receptor; Beta-2 adrenergic receptor (Homo sapiens), P07550; beta-arrestin recruitment to beta2AR, cell-based reporter; Potency, µM (doses to about 46.1 µM), without a hit: top-dose activation, usual class: activators; 330,000 tested, 0.02% active;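 also: potency is read from the fitted curve at half-maximal effect; 0% = DMSO controls and full agonism = EC100 isoproterenol or metaproterenol; nearly all actives have a fitted effect of over 65% in size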
# Menin-MLL TR inh = qHTS Assay for Inhibitors Targeting the Menin-MLL Interaction in MLL Related Leukemias: Competition With Texas Red Labeled MLL-derived Mutant Peptide; O00255; Menin + Texas Red MLL mutant peptide, fluorescence polarization; Potency, µM (series often up to 61.6 µM), inactives show at the highest dose FP activity change, negative = inhibition, usual class: inhibitors; 270,000 tested, 0.23% active; AID 1768, 2009; active = well fitted inhibition curve with a large enough effect in the polarisation, with a control signal flat, not every such curve was filed as active; inconclusive = small, poorly fitted or top-dose-only effect, or effect the other way, or a change in a side signal; inactive = no such curve, though single readings can be large or run the other way; the % refers to the polarisation; also: potency is read from the fitted curve at half-maximal effect; % of control where 0% means no effect; many of its hits are not listed in these tables
# Target sequence (O00255 whole entry, looked up): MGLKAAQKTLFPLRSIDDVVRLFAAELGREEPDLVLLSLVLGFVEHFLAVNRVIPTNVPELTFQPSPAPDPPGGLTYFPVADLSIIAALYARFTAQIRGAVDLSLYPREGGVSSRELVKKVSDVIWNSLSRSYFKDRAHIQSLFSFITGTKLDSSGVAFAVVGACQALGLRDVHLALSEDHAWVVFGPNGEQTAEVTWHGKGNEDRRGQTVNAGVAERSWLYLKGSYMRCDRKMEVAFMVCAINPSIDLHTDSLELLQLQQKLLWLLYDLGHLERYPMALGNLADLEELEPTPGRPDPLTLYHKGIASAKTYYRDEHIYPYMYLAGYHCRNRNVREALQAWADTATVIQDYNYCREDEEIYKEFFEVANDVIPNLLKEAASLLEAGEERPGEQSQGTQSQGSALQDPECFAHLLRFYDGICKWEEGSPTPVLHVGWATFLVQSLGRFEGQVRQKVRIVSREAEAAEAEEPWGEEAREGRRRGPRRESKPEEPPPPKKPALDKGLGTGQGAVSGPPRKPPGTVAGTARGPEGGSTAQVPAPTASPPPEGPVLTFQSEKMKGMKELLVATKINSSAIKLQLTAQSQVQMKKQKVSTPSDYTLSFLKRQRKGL
# Giardia kill = Small Molecules that selectively kill Giardia lamblia: qHTS; Giardia lamblia trophozoite viability; 340,000 tested, 0.15% active; activity change, % at 7.66 µM, hits read low; in the data active = activity change below about -80%; inconclusive = between about -30% and that limit;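 also: parasites exposed to compound for two days anaerobically before the ATP read; % is scaled to controls: 0 for no effect and ±100 for the full control effect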
#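 Viability, read as ATP luminescence: trophozoites at 100 cells/well, compound added, 48 hrs anaerobic at 37 deg C, then 15-30 min room-temperature development before reading.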
# FBPA coupling cs = qHTS Assay for Inhibitors of Fructose-1,6-bisphosphate Aldolase from Giardia Lamblia: Coupling assay counterscreen. coupling enzyme system counterscreen, AmpLite Red fluorescence. activity change, negative = inhibition, % at 58.2 µM, hits read low. 290,000 tested, 0.67% active; in the data active = activity change below about -30%; also: % is scaled to controls: 0 for no effect and ±100 for the full control effect
#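 Final compound at 57.5 uM, incubated 10 min at RT with coupling enzyme reagent (glyceraldehyde-3-phosphate), then 20 min with substrate and AmpLite Red detection. Fluorescence read at 525/598 nm; tests interference with the coupling assay, not aldolase inhibition.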
# S-ASM inh = Inhibitors of Secretory Acid Sphingomyelinase (S-ASM): qHTS. Sphingomyelin phosphodiesterase (Homo sapiens), P17405. placental ASM, HMU-PC fluorogenic substrate, 60 min. AID 504937, 2011. 340,000 tested, 0.006% active. Potency, µM (series often up to 57.5 µM), inactives show top-dose activity change, negative = inhibition, usual class: inhibitors; also: potency is read from the fitted curve at half-maximal effect
#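 Steps: dispense placental human ASM, pin compound, wait 10 min at room temperature, add HMU-PC0 substrate at 9 uM final, incubate 60 min at 37 °C, add stop solution raising pH to 10, read fluorescence.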
# Integrin act MD = qHTS for Activators of Integrin-Mediated Alleviation for Muscular Dystrophy; Potency, µM (doses to about 38.3 µM), for inactives: at the highest dose activation, most hits filed as activators; 350,000 tested, 0.064% active; alpha7betagal myoblasts, beta-gal FDG fluorescence, 48 h; AID 624291, 2012;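 also: potency is read from the fitted curve at half-maximal effect; 100% = response of the positive control SU9516; nearly all actives have a fitted effect of over 60% in size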
#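 Alpha7betagal+/- myoblasts (passage 13) were plated 16-24 hr, then exposed to compounds (1:260 dilution of DMSO stock) for 48 hours at 37C. After MPER lysis, β-galactosidase reporter activity was read as FDG fluorescence (ex 480/em 540) after 30 minutes.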
# PTAP TSG101 blk = qHTS Assay for Iinhibitors of HIV-1 Budding by Blocking the Interaction of PTAP/TSG101; Tumor susceptibility gene 101 protein (Homo sapiens), Q99816; Fluorescence polarization, FITC-PTAP peptide / Tsg101 binding; Potency, µM (series often up to 115 µM), without a hit: at the highest dose activity change, negative = inhibition, actives largely listed as inhibitors; 340,000 tested, under 10 active; AID 493005, 2010; active = well fitted inhibition curve with a large enough effect in the main read-out, with a control signal flat, not every such curve was filed as active; inconclusive = small, poorly fitted or top-dose-only effect, or effect the other way, or a change in a side signal; inactive = no such curve, though single readings can be large or run the other way; also: potency is read from the fitted curve at half-maximal effect; % of control where 0% means no effect
# Target sequence (Q99816 whole entry, looked up): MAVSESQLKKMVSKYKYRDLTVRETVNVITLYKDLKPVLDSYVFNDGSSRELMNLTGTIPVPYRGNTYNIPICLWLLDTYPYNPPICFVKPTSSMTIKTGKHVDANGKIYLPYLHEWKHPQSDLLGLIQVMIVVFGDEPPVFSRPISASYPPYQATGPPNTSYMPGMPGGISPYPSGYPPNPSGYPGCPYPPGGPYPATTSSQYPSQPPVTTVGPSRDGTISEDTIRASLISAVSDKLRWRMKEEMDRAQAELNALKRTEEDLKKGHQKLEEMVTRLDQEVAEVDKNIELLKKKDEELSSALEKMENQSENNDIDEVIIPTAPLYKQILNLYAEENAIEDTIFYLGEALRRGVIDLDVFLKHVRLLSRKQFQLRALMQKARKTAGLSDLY
#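 Fluorescence anisotropy tracks displacement of a FITC-tagged PTAP peptide (50 nM) from the Tsg101 binding domain (10 uM), following a 20 min room-temperature incubation at pH 7.5.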
# BCR signal inh = qHTS Assay to Find Inhibitors of Chronic Active B-Cell Receptor Signaling | AID 493014, 2011 | 340,000 tested, 0.05% active | ABC-DLBCL IkBa-CBG/CBR reporter, luminescence ratio, 4 h | Potency, µM (highest dose often 46.1 µM), without a hit: at the top dose ratio change, negative = lower green/red ratio, hits mostly inhibitors; active = well fitted inhibition curve with a large enough effect in the signal ratio, with a control signal flat, not every such curve was filed as active; inconclusive = small, poorly fitted or top-dose-only effect, or effect the other way, or a change in a side signal; the % refers to the signal ratio;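 also: potency is read from the fitted curve at half-maximal effect; plate controls were basal doxycycline-induced cells for no effect and cells given 10 µM MG132 for full effect; MG132 reads +100%, hits lower the ratio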
#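 Concentration-response series (up to 46 uM) were applied to TMD8 dual-reporter cells for 4 h at 37C with doxycycline. Green/red ratio, after filter-overlap correction, defined %Activity; red signal alone was normalised to basal cells and zero luminescence.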
# PKM2 act = qHTS Assay for Activators of Human Muscle isoform 2 Pyruvate Kinase; purified PKM2, Kinase-Glo ATP luminescence, activation; response scale: 0% is enzyme alone, no compound; Potency, µM (top dose mostly 57.5 µM), inactives show top-dose activation, usual class: activators; 260,000 tested, 0.34% active; also: potency is read from the fitted curve at half-maximal effect; % is scaled to controls: 0 for no effect and ±100 for the full control effect; nearly all actives have a fitted effect of over 55% in size
#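 Purified hPK-M2 (>95% pure) converted ADP (0.1 mM final) to ATP with 0.5 mM PEP in 50 mM imidazole pH7.2, KCl, MgCl2, Tween 20, BSA; 1 h at room temperature. ATP detected by Kinase-Glo luminescence.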
# GALK inh = qHTS Assay for Inhibitors of Human Galactokinase (GALK); Potency, µM (doses to about 57.5 µM), without a hit: top-dose activity change, negative = inhibition, usual class: inhibitors; Purified GALK, Kinase-Glo residual ATP luminescence; 270,000 tested, 0.007% active; AID 1868, 2009; also: potency is read from the fitted curve at half-maximal effect; % is scaled to controls: 0 for no effect and ±100 for the full control effect
#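 Compounds were pin-transferred into ATP buffer (35 uM final), then GALK plus galactose (5 nM, 100 uM final) was added. After 1 h at room temperature, Kinase-Glo Plus was added and luminescence read after 10 min.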
# * hit, by the source's call; u = inconclusive; x = no result given; [ ] = another dose, or the depositor's remark. Unless noted, calls follow the shape of the dose curve; as a rule, active = well fitted curve in the direction sought with a large enough effect; inconclusive = small, poorly fitted or top-dose-only effect, or another doubt; inactive = no such curve, though single readings can be large; an effect the other way counts as inactive or inconclusive.
# Each structure is followed by: PKM2 act	FBPA coupling cs	Integrin act MD	Menin-MLL TR inh	PTAP TSG101 blk	S-ASM inh	GALK inh	Tb PFK block	BCR signal inh	Giardia kill	B2AR arrestin
- O=C(c1ccco1)N1CCN(S(=O)(=O)c2ccc3c(c2)CCN3C(=O)C2CCC2)CC1
  10%	3	-15%	2%	-6%	0%	-1%	-1%	-2%	16	-0.7%
- CN(C)CCCn1c2c(c(SCC(=O)Nc3cccc4ccccc34)nc1=O)CCC2
  x	x	0%	x	-2%	-1%	x	-20%	u	-10	-0.6%
- CCCCOCCCNC(=O)c1c(-c2ccccc2)noc1C
  1%	0	-1%	6%	-3%	0%	-4%	1%	u	-4	-0.9%
- C(=N\Nc1nc(N2CCCC2)nc(N2CCCC2)n1)/c1cccnc1
  0%	4	28%	-1%	-2%	-1%	1%	2%	7%	-6	-0.1%
- Cc1cc(C)c(S(=O)(=O)N2CCN(C)CC2)c(C)c1
  7%	0	-9%[7.66 µM]	-2%	-3%	-1%	3%	-1%	4%	-1	0.0%
- Cc1csc(NC(=O)c2ccc(C(=O)Nc3nc(C)cs3)cc2)n1
  -9%	-1	x	-14%	x	x	5%	-6%	u	x	0.1%
- CC(c1ccccc1)N1CCn2c(nc3cc(NS(C)(=O)=O)ccc32)C1 (stereo not given)
  0%	-1	-4%	-5%	1%	6%	0%	1%	u	8	-0.1%
- COc1ccc(N2CCN(C(=O)c3cccc(Cn4cc(Cl)cn4)c3)CC2)cc1
  1%	2	-26%	-15%	-7%	-5%	2%	x	x	-9	x
- COc1ccccc1CNS(=O)(=O)c1ccc(NC(C)=O)cc1
  -1%	0	-14%	-9%	x	2%	4%	8%	u	4	0.1%
- COc1ccc(/C=C2\CCC/C(=C\c3ccc(OC)c(OC)c3OC)C2=O)c(OC)c1OC
  x	0	-48%[inhibitor]	-18%	0%	-3%	6%	-8%	-14%	15	-1.0%

# 4 entries from above, comma-delimited:
Structure,PKM2 act,FBPA coupling cs,Integrin act MD,Menin-MLL TR inh,PTAP TSG101 blk,S-ASM inh,GALK inh,Tb PFK block,BCR signal inh,Giardia kill,B2AR arrestin
Cc1cc(C)c(S(=O)(=O)N2CCN(C)CC2)c(C)c1,7%,0,-9%[7.66 µM],-2%,-3%,-1%,3%,-1%,4%,-1,0.0%
Cc1csc(NC(=O)c2ccc(C(=O)Nc3nc(C)cs3)cc2)n1,-9%,-1,x,-14%,x,x,5%,-6%,u,x,0.1%
CC(c1ccccc1)N1CCn2c(nc3cc(NS(C)(=O)=O)ccc32)C1 (stereo not given),0%,-1,-4%,-5%,1%,6%,0%,1%,u,8,-0.1%
COc1ccc(N2CCN(C(=O)c3cccc(Cn4cc(Cl)cn4)c3)CC2)cc1,1%,2,-26%,-15%,-7%,-5%,2%,x,x,-9,x

# (list continues)
# Each structure is followed by: PKM2 act	FBPA coupling cs	Integrin act MD	Menin-MLL TR inh	PTAP TSG101 blk	S-ASM inh	GALK inh	Tb PFK block	BCR signal inh	Giardia kill	B2AR arrestin
- Cn1cc(CNC(=O)c2ccc3nc(Cc4ccccc4F)oc3c2)cn1
  -3%	x	-13%	x	-2%	2%	-1%	0%	-1%	-27	0.3%
- COC(=O)c1nnn(CC(=O)Nc2cc(Cl)ccc2C)c1C(=O)OC
  -2%	0	u	1%	-4%	13%	5%	-11%	u	28	-0.5%
- c1nc(N2CCCCCC2)c2[nH]cnc2n1
  -19%	-1	11%	1%	-2%	5%	-3%	-4%	u	-20	-0.2%
- CC1CCN(C(=O)Cn2c(=O)n(CCc3ccccc3)c(=O)c3ccccc32)CC1
  -4%	-1	-11%	-21%	0%	-5%	0%	0%	0%	-5	-0.2%
- Cc1ccc(CSc2nc3nc(C)cc(C)n3n2)cc1
  -1%	1	41%	-2%	-2%	-3%	0%	-1%	-4%	-7	0.0%
- CCOC(=O)C1CCCN(c2ncnc3c2oc2ccccc23)C1 (stereo not given)
  11%	0	-18%	-14%	2%	0%	1%	4%	u	-6	-0.2%
- CC(C)=CCC[C@](C)(O[C@@H]1O[C@H](CO[C@@H]2O[C@H](CO)[C@@H](O)[C@H](O)[C@H]2O)[C@@H](O)[C@H](O)[C@H]1O)C1CC[C@]2(C)C1C(=O)CC1[C@@]3(C)CC[C@H](O[C@H]4O[C@@H](CO)[C@H](O)[C@@H](O)[C@@H]4O)C(C)(C)C3CC[C@]12C (stereo not given in full)
  x	x	0%	x	-2%	7%	x	-2%	2%	-7	-0.7%
- COc1ccc(/C=N/NC(=O)C(=O)N2CCCC2)cc1
  -4%	0	6%	-4%	-4%	3%	11%	-5%	-3%	-12	-0.2%
- Cc1cccc2c1NC1(CCCC1)CC2C (stereo not given)
  -5%	-3	0%	x	-7%	-2%	10%	2%	8%	8	-0.4%
- CCOC(=O)C1CCCN(c2nc3ccccc3nc2C(C#N)C(=O)OCCOC)C1 (stereo not given)
  -3%	-18	-28%	-6%	-8%	48%[activator]	2%	-12%	6%	-11	-0.1%
- CN(C)S(=O)(=O)c1cccc(NC(=O)c2ccc3c(c2)OCCO3)c1
  x	x	-1%	x	0%	0%	x	24%	u	-5	0.4%
- O=S(=O)(Nc1cc(Cl)ccc1-n1cncn1)c1ccccc1Cl
  x	x	19%	x	-5%	0%	x	-1%	u	-4	0.5%
- CCN(CC)C(=O)Cn1c(=O)n(Cc2ccc(F)cc2)c(=O)c2sccc21
  1%	-3	u	-13%	1%	-2%	5%	-3%	1%	-3	-0.3%
- Cc1sc(NC(=O)c2ccco2)c(C(c2ccc(F)cc2)N2CCN(C)CC2)c1C (stereo not given)
  1%	3	-60%[inhibitor]	-17%	2%	3%	8%	-4%	u	-7	-0.1%
- COc1cccc(NC(=O)C(Sc2nnc3ccccn23)c2ccccc2)c1 (stereo not given)
  1%	4	1%	-2%	-1%	x	3%	7%	-1%	-10	0.1%
- N=c1c(C(=O)NC2CCCC2)cc2c(=O)n3ccccc3nc2n1CC1CCCO1 (stereo not given)
  x	2	0%	u	-3%	x	6%	4%	0%	23	0.1%
- COCc1nnc(NC(=O)c2ccc(NC(C)=O)cc2)s1
  0%	4	-21%	-18%	-7%	2%	-3%	4%	2%	-10	-0.7%
- COC(=O)[C@H]1[C@H](CCc2ccccc2)NC(=O)N(Cc2ccccc2)[C@@H]1C
  4%[11.5 µM]	0	-4%	-10%[11.7 µM]	-1%	0%	x	x	x	15	x
- CC(=O)N1CCc2cc(S(=O)(=O)NCC(=O)NCc3ccc(F)cc3)ccc21
  x	x	-6%	x	-4%	5%	6%	-3%	-6%	10	0.2%
- O=C(/C=C/c1ccc(O)c([N+](=O)[O-])c1)c1ccc2ccccc2c1
  x	0	0%	u	0%	-30%	0%	13%	-15%	u	-0.8%
- COC(C(=O)Nc1ccc(S(=O)(=O)Nc2cccc3ccccc23)cc1)c1ccccc1 (stereo not given)
  -2%	2	-5%	u	1%	-9%	-2%	-11%	19%	-1	-0.8%
- COc1ccc(-c2cn3nc(C)c(C)nc3n2)cc1OC
  x	x	4%	x	-8%	33%	x	8%	u	34[activator]	0.1%
- O=C(COC(=O)c1ncc(Cl)c(Cl)c1Cl)NCc1ccccc1
  x	x	4%	x	-4%	-4%	x	-2%	14%	-18	-0.9%
- CCOC(=O)C(C(C)C)C(N)Cc1ccc(F)cc1 (stereo not given)
  -12%	1	15%	-17%	1%	1%	3%	u	-24%	7	-0.1%
- O=C(Nc1ccc(N2CCOCC2)c(Cl)c1)c1ccccc1F
  1%	-24	10%	-2%	0%	-4%	0%	4%	u	7	-0.7%
- O=S1(=O)CCN=C2SC3=C(CCCC3)N21
  -1%	1	-8%	9%	0%	2%	6%	-1%	3%	-8	2.6%

# An excerpt, so the mix of outcomes need not match the whole.
